# TDP43 rescue – rescues yeast growth from TDP-43 toxicity. TDP-43 expressing yeast growth rescue, BacTiter-Glo, 24 h. Potency, µM (doses to about 46.1 µM), for the others: top-dose growth rescue (activation), hits mostly activators. 410,000 compounds, 1.8% hits; note: % of control where 0% means no effect; nearly all actives have a fitted effect of over 50% in size
#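 Yeast cells expressing TDP-43 under galactose induction are exposed to compounds for 24 hr at 30 deg C. BacTiter-Glo luminescence measures growth, so protective compounds score as activators.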
# EPAC1 antag – EPAC1 (human) antagonism. Potency, µM (series often up to 115 µM), for the others: at the highest dose activity change, negative = inhibition, hits mostly inhibitors. O95398. EPAC1 GEF assay, Rap1b-BODIPY-GDP exchange fluorescence. AID 720709. 360,000 compounds, 0.14% hits;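 note: plate controls were vehicle for no effect and positive control for full effect; nearly all actives have a fitted effect of over 50% in size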
# PTHR1 ag – agonists of human PTHR1 parathyroid hormone receptor | Q03431 | HEK293 GP2 PTHR1 cells, GloSensor cAMP luminescence, 1 h | Potency, µM (series often up to 115 µM), without a hit: at the top dose activation, hits mostly activators | 410,000 compounds, 0.075% hits | AID 743266; note: nearly all actives have a fitted effect of over 55% in size; some results filed as inactive show a strong effect at the top dose; inactives centre near -15; many of its hits are not listed in these tables
# Target sequence (Q03431 whole entry, looked up): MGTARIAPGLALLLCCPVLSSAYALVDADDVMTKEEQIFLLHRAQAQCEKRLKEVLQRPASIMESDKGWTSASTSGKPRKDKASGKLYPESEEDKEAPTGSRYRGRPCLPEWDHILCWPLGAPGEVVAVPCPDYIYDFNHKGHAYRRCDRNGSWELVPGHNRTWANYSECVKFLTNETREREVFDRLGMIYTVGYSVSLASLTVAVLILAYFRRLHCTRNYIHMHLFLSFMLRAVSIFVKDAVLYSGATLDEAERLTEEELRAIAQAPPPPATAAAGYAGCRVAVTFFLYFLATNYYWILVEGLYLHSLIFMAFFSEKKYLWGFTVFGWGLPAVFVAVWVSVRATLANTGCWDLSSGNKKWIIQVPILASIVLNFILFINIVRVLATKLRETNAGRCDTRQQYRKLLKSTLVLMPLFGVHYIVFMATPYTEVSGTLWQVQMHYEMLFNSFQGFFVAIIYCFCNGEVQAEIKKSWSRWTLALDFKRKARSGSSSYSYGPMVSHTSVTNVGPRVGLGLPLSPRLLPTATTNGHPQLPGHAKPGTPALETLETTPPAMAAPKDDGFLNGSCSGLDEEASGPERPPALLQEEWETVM
#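 HEK-293-derived GP2 cells expressing PTHR1 and a GloSensor cAMP reporter, 3,000/well, plated overnight, given luciferin plus IBMX (each 0.5 mM as added) for 1 h at 37 °C, then compound for 1 h at 37 °C. Luminescence was read after 15 min at room temperature.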
# aSyn yeast inh – rescues yeast growth from alpha-synuclein toxicity; Potency, µM (highest dose often 46.1 µM), for the others: at the highest dose growth rescue (activation), most hits filed as activators; AID 652106; 370,000 compounds, 0.14% hits; Yeast expressing alpha-synuclein, growth rescue, BacTiter-Glo, 24 h; note: % of control where 0% means no effect; nearly all actives have a fitted effect of over 65% in size
#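 Rescue of yeast growth: cells expressing toxic alpha-synuclein, induced in galactose at OD600 0.02, incubated with compound 24 h at 30 C. ATP luminescence quantified growth; inhibitors of toxicity appear as activators.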
# FUS suppressor – FUS proteinopathy suppression in yeast; Potency, µM (doses to about 76.6 µM), inactives show top-dose growth rescue (activation), hits mostly activators; S. cerevisiae FUS-expressing, growth rescue, OD600, 24 h; AID 1347120; 390,000 compounds, 0.24% hits;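 note: plate controls were DMSO vehicle for no effect and reference control for full effect; nearly all actives have a fitted effect of over 55% in size; some results filed as inactive show a strong effect at the top dose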
#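 Restored growth of FUS-toxic S. cerevisiae, read as 600 nm absorbance after 24 h at 30C in galactose medium (starting OD 0.005). Controls CP55940 and DMSO.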
# EPAC2 agonist – agonists of human EPAC2 (RAPGEF4) | Q8WZA2 | AID 720711 | 360,000 compounds, 0.079% hits | Potency, µM (titrated, usually from 154 µM), inactives show top-dose activation, hits mostly activators | EPAC2 activation, biochemical qHTS; response scale: 100% = 6.5 mM cAMP response; note: nearly all actives have a fitted effect of over 50% in size
#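 Nucleotide exchange monitored as fluorescence drop when BODIPY-GDP leaves Rap1B. Reaction: 100 nM EPAC2, 250 nM RAP1B-BODIPY-GDP, 50 uM GDP, room temperature, kinetic read over 30 min. Activity expressed relative to 6.5 mM cAMP.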
# EPAC1 agonist – agonists of human EPAC1; O95398; 360,000 compounds, 0.073% hits; EPAC1 agonist qHTS, biochemical assay; response scale: 100% = response to 6.5 mM cAMP; AID 720707; Potency, µM (top dose mostly 154 µM), for the others: top-dose activation, actives largely listed as activators; note: nearly all actives have a fitted effect of over 60% in size
#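 Read-out is the fluorescence drop as BODIPY-GDP leaves Rap1B (480 nm excitation, 540 nm emission), recorded every 5 minutes over 30 minutes. Reactions held 100 nM EPAC1, 250 nM Rap1B–BODIPY-GDP and 50 uM GDP, with 6.5 mM cAMP setting full activation.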
# EPAC2 antagonist – EPAC2 (human) antagonism; EPAC2 GEF exchange of Rap1B-BODIPY-GDP, fluorescence; Potency, µM (highest dose often 114 µM), for inactives: at the highest dose activity, negative = inhibition, usual class: inhibitors; Q8WZA2; 360,000 compounds, 0.18% hits; AID 720708; note: % is set by controls: 0 for no effect and ±100 for the full control effect; nearly all actives have a fitted effect of over 45% in size; many of its hits are not listed in these tables
# An asterisk follows results filed as active; i = inactive; ? = inconclusive; . = no result given; [ ] = dose if it differs, or a comment. Calls come from the whole dose curve; as a rule, active = well fitted curve in the direction sought with a large enough effect; inconclusive = small, poorly fitted or top-dose-only effect, or another doubt; inactive = no such curve, though single readings can be large; an effect the other way counts as inactive or inconclusive. Potency is the fitted concentration of half-maximal effect. An excerpt, so the mix of outcomes need not match the whole.
# Results follow in this order: TDP43 rescue	EPAC1 antag	PTHR1 ag	aSyn yeast inh	FUS suppressor	EPAC2 agonist	EPAC1 agonist	EPAC2 antagonist
> CCc1ccccc1OCC(=O)Nc1ccc(C)c(S(=O)(=O)N2CCCCCC2)c1
    18.6%	-27.5%	-56.6%[inhibitor]	5.0%	11.5%	14.5%	-1.2%	-5.9%
> Nc1c(Cl)cc(-c2csc(N3CCCC3c3nc4cc(Cl)c(Cl)cc4n3CCCO)n2)cc1Cl (configuration not stated)
    ?	-7.1%	-52.9%[inhibitor]	-0.5%	26.6%	6.0%	-1.3%	2.6%
> Nc1cc2c(cc1N)-c1ccccc1C2
    4.7%	-16.1%	i	-10.9%	9.6%	-2.0%	0.2%	-6.0%
> CCOC(=O)c1ccc(N2C(=O)CC(N3CC(C)OC(C)C3)C2=O)cc1 (configuration not stated)
    ?	-17.3%	?	13.3%	-9.1%	-4.1%	0.0%	-3.5%
> CC(NC(=O)CC(O)(C(F)(F)F)C(F)(F)F)c1ccccc1 (configuration not stated)
    -9.5%	6.5%	-1.3%[57.5 µM]	-7.5%	-21.5%	-1.8%	-7.9%	4.0%
> O=C(Nc1cccc(S(=O)(=O)Nc2ccc(Cl)cc2)c1)c1ccc(Cl)nc1
    8.3%	-7.6%	-44.3%[inhibitor]	5.3%	-1.8%	21.1%	5.1%	-16.7%
> CC(C)NC(=O)CCCOc1ccc(Cl)cc1Cl
    -16.6%	4.8%	-18.2%	11.6%	2.7%	6.0%	-1.5%	3.2%
> Cc1cc(C)c(S(=O)(=O)N2CCN(c3ccccc3)CC2)c(C)c1
    0.4%	-1.4%	-32.7%	11.2%	-0.3%	8.9%	-12.2%	-12.7%
> C/C(=N\Nc1ccc(S(N)(=O)=O)cc1[N+](=O)[O-])c1cccs1
    -30.0%[inhibitor]	-11.7%	25.3%	-2.5%	35.6%	1.8%	-2.7%	15.5%
> C=C1C(=O)O[C@H]2C[C@]3(C)C([C@@H](OC(=O)/C(C)=C/C)[C@H]12)[C@](C)(O)CC[C@H]3O (some centres not stated)
    ?	-0.7%	-14.2%	0.3%	-14.0%	0.9%	5.4%	9.3%

# Looked up above.
# Result of CC(NC(=O)CC(O)(C(F)(F)F)C(F)(F)F)c1ccccc1 (configuration not stated) under aSyn yeast inh: -7.5%
# Result of CC(C)NC(=O)CCCOc1ccc(Cl)cc1Cl under PTHR1 ag: -18.2%

# Later entries:
# Results follow in this order: TDP43 rescue	EPAC1 antag	PTHR1 ag	aSyn yeast inh	FUS suppressor	EPAC2 agonist	EPAC1 agonist	EPAC2 antagonist
> CCOc1ccccc1N(CC(=O)Nc1ccccc1C(=O)N1CCCC1)S(C)(=O)=O
    -19.6%	1.6%	i	-9.7%	16.8%	13.1%	3.4%	-0.5%
> Cc1cccc(NS(=O)(=O)c2ccc3c(c2)Cc2cc(S(=O)(=O)Nc4cccc(C)c4C)ccc2-3)c1C
    ?	-22.6%	i	4.5%	.	2.5%	6.8%	-4.6%
> CN(CC(=O)NCc1cccs1)S(=O)(=O)c1cccc2nsnc12
    8.1%	8.3%	-0.5%[57.5 µM]	-5.2%	30.4%	4.1%	-1.1%	10.7%
> CCc1ccc(NC(=O)Cc2ccc(NC3=NC4CS(=O)(=O)CC4S3)cc2)cc1 (configuration not stated)
    0.0%	-7.9%	-18.1%	-1.2%	-4.2%	-5.8%	1.7%	2.4%
> CCCCN1C(=O)/C(=C2/C=CC=CN2C)SC1=S
    -10.4%	2.1%	-3.9%[57.5 µM]	-20.9%	2.1%	1.7%	-5.7%	3.1%
> Cc1ccc(C(=O)NCCCNC(=O)Cc2ccc(Cl)cc2)cn1
    -4.4%	-8.0%	i	-5.8%	10.4%	9.3%	7.7%	-2.0%
> O=C(c1cc2nc(-c3ccco3)cc(C(F)(F)F)n2n1)N1CCCCCC1
    -12.1%	-8.3%	i	14.0%	4.1%	1.5%	11.9%	-7.2%
> Cc1nnc(SCCCN2C(=O)c3ccccc3C2=O)o1
    -3.2%	6.4%	-21.2%[57.5 µM]	-5.0%	?	12.4%	11.0%	-0.6%
> O=C(CCN1CCN(c2ccccc2)CC1)Nc1cccc(Br)c1
    28.6%	1.0%	-20.2%	1.9%	-26.9%	6.4%	-11.6%	-11.1%
> COc1ccccc1C/C(N)=N/OC(=O)COc1ccccc1C
    14.5%	-2.9%	i	-10.7%	-0.3%	14.0%	18.7%	-5.2%
> Cc1ccc(-n2c(SCc3ccc(C#N)cc3)nnc2-c2ccccn2)cc1
    ?	6.2%	i	0.5%	27.6%	-0.9%	-1.3%	-2.1%
> O=C(C1CCN(c2ncnc3c2sc2cccc(F)c23)CC1)N1CCOCC1
    15.0%	2.9%	-19.4%	-3.7%	13.2%	-1.9%	6.4%	1.7%
> O=c1c2ccccc2nc(SCCN2CCOCC2)n1CCc1ccccc1
    -0.8%	-18.1%	-20.6%	-1.3%	7.3%	17.2%	1.8%	-4.1%
> C[C@H]1CN([C@@H](C)CO)C(=O)CCCn2cc(nn2)CO[C@@H]1CN(C)S(=O)(=O)c1ccc(C#N)cc1
    18.6%	-23.6%	-10.3%	-6.3%	-25.3%	29.7%	14.0%	4.1%
> COC(=O)CN1C(=O)CC(C)(C)Sc2ccccc21
    7.2%	5.2%	1.8%	-0.5%	-26.6%	-1.9%	0.5%	2.6%
> Fc1ccc(/C=N/NC2=Nc3cccc4cccc2c34)cc1
    ?	-0.7%	-36.3%[inhibitor]	-7.6%	4.1%	-1.6%	-0.6%	10.7%
> CC(=O)Nc1cccc(-c2nnc(SCC(=O)c3ccc([N+](=O)[O-])cc3)o2)c1
    -2.0%	.	i	-1.6%	-7.0%	.	.	.
> CCOC(=O)NC(=O)c1cn(Nc2ncc(C(F)(F)F)cc2Cl)c(=O)[nH]c1=O
    -0.4%	2.9%	i	-0.5%	4.7%	-0.8%	-4.6%	0.9%
> COc1ccccc1N(C(=O)CN1C(=O)c2ccccc2S1(=O)=O)C(C(=O)NCC1CCCO1)c1ccc(F)cc1 (configuration not stated)
    -11.4%	-6.1%	i	0.8%	30.1%	8.2%	1.6%	-2.4%
> Cc1ccc2nc(N(CCCN(C)C)C(=O)c3ccc(S(=O)(=O)N4CCc5ccccc5C4)cc3)sc2c1
    -10.7%	-11.5%	i	-21.2%	?	-2.5%	3.5%	-0.3%
> O=C1c2ccccc2C(=O)N1CCCCON1C(=O)c2ccccc2C1=O
    -4.7%	-5.5%	i	-0.9%	0.1%	-0.8%	-1.1%	-5.7%
> O=C(CSc1ccccc1)Nc1ccc(N2CCOCC2)c(F)c1
    14.2%	-8.5%	i	-1.6%	23.9%	-3.4%	-2.6%	0.8%
> COc1cc(OC)c(C2C(C#N)=C(C)NC(C)=C2C#N)c(C(=O)O)c1
    -12.9%	15.1%	i	-3.5%	22.0%	8.9%	3.7%	2.3%
> O=C(OCC(=O)c1ccc(Br)s1)c1ccc(O)cc1
    14.7%	-15.7%	-19.3%	-0.2%	7.5%	6.7%	-5.2%	-8.6%
> CC(C)(O)[C@@H]1Cc2c(ccc3ccc(=O)oc23)O1
    1.9%	-1.8%	i	-3.3%	5.9%	-3.7%	-17.3%	17.4%
> Cc1cccc(C)c1NC(=O)C1(C)CCC(=O)N1C1CC1 (configuration not stated)
    16.8%	-0.2%	-25.8%	-9.7%	-33.4%	2.5%	14.8%	1.4%
> COc1ccc(C(=O)Nc2ccc(S(=O)(=O)Nc3ncccn3)cc2)cc1OC
    -29.3%	3.6%	i	-1.0%	22.1%	1.6%	4.6%	-18.0%
> COC(=O)[C@@]1(Cc2ccccc2)[C@H]2C(=O)N(C)C(=O)[C@H]2[C@H]2CN(C)C(=NCc3ccccc3)N21
    16.4%	6.9%	-24.9%	0.7%	-6.6%	-4.7%	13.9%	17.5%
> CCOC(=O)c1c(NC(C)=O)sc2c(O)c(Br)cc(Br)c12
    12.6µM*	-12.0%	-7.0%	-4.2%	.	-6.9%	-5.1%	-0.6%
> C=CC[C@@H](CC(=O)NCCO)C(=O)N[C@@H](C)COC(=O)[C@H](CC=C)CC(=O)OC(C)(C)C
    13.8%	-6.5%	i	-2.4%	12.6%	2.7%	-6.8%	?
> O=C1C2CCCN2C(=S)N1c1ccc(Cl)cc1 (configuration not stated)
    -24.8%	-2.1%	i	-2.9%	22.5%	13.4%	8.7%	-5.4%
> O=C(CN(c1cccc(Br)c1)S(=O)(=O)c1ccccc1)N/N=C/c1cc([N+](=O)[O-])ccc1O
    -12.2%[1.82 µM]	-20.9%	-11.7%	0.7%	27.3%	7.0%	7.2%	-12.7%
> Cn1cnnc1Sc1ccc(/C=C(\CC(=O)O)c2nc3ccccc3s2)cc1[N+](=O)[O-]
    -5.1%	-0.2%	-8.9%	-9.0%	25.9%	-7.4%	-1.6%	-12.7%
> N#Cc1c(-c2ccc(C(F)(F)F)cc2)cc(-c2ccccc2)[nH]c1=S
    0.0%	-9.0%	i	-5.3%	.	-9.6%	-0.5%	-7.2%
> Cc1ccc(S/C(=N\S(=O)(=O)c2ccc(Cl)cc2)c2ccccc2)cc1
    -10.3%	10.2%	-8.6%	-6.0%	5.7%	-0.6%	-12.0%	4.5%
> COC(=O)c1ccccc1NC(=O)NCc1ccccc1
    ?	8.0%	-6.4%	4.6%	-27.7%	6.2%	12.4%	-10.1%
> N#CCc1c(C#N)c(N)nc(N2CCCC(O)C2)c1C#N (configuration not stated)
    -5.1%	4.8%	-19.5%	-4.3%	-2.6%	-1.0%	-7.1%	10.8%
> CN(C)C(CNC(=O)c1cccc(S(=O)(=O)N2CCN(c3ccc(F)cc3)CC2)c1)c1ccccc1 (configuration not stated)
    -9.7%	-32.5%	-34.2%[inhibitor]	-0.6%	4.4%	-2.0%	6.4%	?
> CC(C)(C)NC(=O)c1cc([N+](=O)[O-])ccc1N1CCCCC1
    16.0%	-1.3%	i	-1.0%	-0.7%	5.1%	5.2%	-3.7%
> CC1CCCCC1NS(=O)(=O)CCNC(=O)c1ccc2c(c1)OCO2 (configuration not stated)
    21.8%	-11.5%	i	8.4%	13.1%	-7.6%	-4.4%	1.9%
> CC(=O)Nc1ccc(NC(=O)C2CCCCC2C(=O)O)cc1 (configuration not stated)
    -8.3%	10.0%	-0.5%	-0.7%	.	-3.6%	-5.8%	19.8%
